# Screens: PubChem, National Center for Advancing Translational Sciences (NCATS)
# AMA1 RON2 block: inhibitors of Plasmodium falciparum AMA1-RON2 interaction; AlphaScreen AMA1-biotinylated RON2 peptide binding; Potency, µM (doses to about 58.2 µM), for the others: top-dose activity change, negative = inhibition, most hits filed as inhibitors; 0.2% of 360,000 active; AID 720542;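 note: potency is the fitted concentration of half-maximal effect; 0% = vehicle wells and -100% = peptide control; nearly all actives have a fitted effect of over 45% in size; some results filed as inactive show a strong effect at the top dose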
#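 AMA1 (3D7) with his tag at 25 nM final met compounds first, then biotinylated RON2 peptide at 25 nM; detection used donor plus acceptor beads, 10 µg/mL apiece, read by AlphaScreen after 30 min at room temperature.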
# CHX counter: counter-screen hit for Shiga toxin inhibitors, cycloheximide; cell reporter, cycloheximide protein synthesis inhibition counterscreen; max response, %; 12% of 300,000 active; in the data active = max response mostly above about 13%, no sharp cut-off; inactive = mostly below about 14%; note: read at 38.3 µM for the half of the compounds with a filed dose; 0% is about no effect
# TbPYK inhibitor: inhibitors of Trypanosoma brucei pyruvate kinase. TbPYK enzyme, Kinase-Glo Plus ATP luminescence, 45 min. AID 624173. Q57TT1. Potency, µM (titrated, usually from 76.8 µM), without a hit: at the highest dose activity, negative = inhibition, hits mostly inhibitors. 0.12% of 410,000 active; note: potency is the fitted concentration of half-maximal effect; % is set by controls: 0 for no effect and ±100 for the full control effect; nearly all actives have a fitted effect of over 50% in size
#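 Quantitative HTS: titrated library compounds versus trypanosomal pyruvate kinase in TEA buffer (pH 7.2) containing KCl, MgCl2, BSA and Tween-20. Reactions were initiated with ADP, 130 uM final. Kinase-Glo Plus luminescence was read after 45 min at RT.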
# Shiga toxin inh: Shiga toxin inhibition. Vero cells, Shiga toxin protein synthesis inhibition reporter. inhibition, % at 38.7 µM. 9.2% of 290,000 active; in the data active = inhibition mostly above about 28%, no sharp cut-off; inactive = mostly below about 43%; note: 0% is about no effect
# LmPK inhibitor: LmPK (Leishmania mexicana) enzyme inhibition. Q27686. purified LmPK, Kinase-Glo ATP luminescence, 1 h. Potency, µM (doses to about 57.5 µM), without a hit: at the highest dose activity change, negative = inhibition, hits mostly inhibitors. 0.37% of 290,000 active. AID 1721; note: potency is the fitted concentration of half-maximal effect; % is set by controls: 0 for no effect and ±100 for the full control effect
# Target sequence (Q27686 whole entry, looked up): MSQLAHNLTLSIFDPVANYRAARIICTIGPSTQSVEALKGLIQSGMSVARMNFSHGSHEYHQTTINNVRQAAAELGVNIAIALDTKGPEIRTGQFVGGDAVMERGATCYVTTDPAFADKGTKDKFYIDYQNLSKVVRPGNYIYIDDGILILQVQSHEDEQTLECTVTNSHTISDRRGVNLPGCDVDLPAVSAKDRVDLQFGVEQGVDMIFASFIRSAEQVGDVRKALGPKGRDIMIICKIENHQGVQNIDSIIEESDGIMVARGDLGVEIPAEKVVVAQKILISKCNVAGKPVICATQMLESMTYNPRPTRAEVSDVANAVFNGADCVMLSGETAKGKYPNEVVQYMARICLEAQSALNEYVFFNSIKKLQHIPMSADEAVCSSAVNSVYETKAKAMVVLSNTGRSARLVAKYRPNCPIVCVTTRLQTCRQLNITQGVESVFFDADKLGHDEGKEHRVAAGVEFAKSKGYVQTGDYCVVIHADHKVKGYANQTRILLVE
#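 Purified LmPK (0.1 nM) converted ADP (0.1 mM) to ATP with PEP (0.5 mM) in imidazole buffer pH 7.2 with KCl and MgCl2, 1 h at room temperature. ATP was read by Kinase-Glo luminescence; data normalized to uninhibited and no-enzyme controls.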
# Pf growth 48h: P. falciparum growth inhibition at 48 hours (one generation). Potency, µM (highest dose often 28.7 µM), inactives show top-dose activity change, negative = inhibition, most hits filed as inhibitors. 5.9% of 310,000 active. P. falciparum luciferase growth in erythrocytes, 48 h; note: potency is the fitted concentration of half-maximal effect; % is set by controls: 0 for no effect and ±100 for the full control effect
#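 First compound was added to culture medium, then infected red cells at 0.1% parasitemia and 2% hematocrit (final). After incubation at 37 C under 5% CO2, luciferase detection reagent was dispensed and light output recorded.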
# Pf growth 96h: inhibits malaria parasite growth, 96 h; AID 504834; P. falciparum luciferase reporter growth, 96 h; Potency, µM (highest dose often 28.7 µM), for inactives: at the top dose activity change, negative = inhibition, actives largely listed as inhibitors; 6.9% of 320,000 active; note: potency is the fitted concentration of half-maximal effect; % is set by controls: 0 for no effect and ±100 for the full control effect
#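 Readout is luminescence from an integrated firefly luciferase in P. falciparum. Red cells, 2% hematocrit and 0.05% parasitemia final, were cultured with compound through two parasite generations (96 hours) at 37 C, 5% CO2.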
# * hit, by the source's call; ? = inconclusive; · = not tested or not shown; [ ] = remark or other dose. Unless noted, calls come from the whole dose curve; as a rule, active = well fitted curve in the direction sought with a large enough effect; inconclusive = small, poorly fitted or top-dose-only effect, or another doubt; inactive = no such curve, though single readings can be large; an effect the other way counts as inactive or inconclusive. Rows are unselected. About 21% of those tested had a hit in this group.
SMILES,AMA1 RON2 block,CHX counter,TbPYK inhibitor,Shiga toxin inh,LmPK inhibitor,Pf growth 48h,Pf growth 96h
COc1ccc(Nc2cc(C(=O)NCCCN3CCN(C)CC3)c3ccccc3n2)cc1OC,-17%,-4,0%,1,?,35%[activator],13%
Cc1cccc(C)c1NS(=O)(=O)c1c(C(=O)N2CCCCC2)c(C)n(C)c1C,12%,-1,0%,-16,6%,-5%,25%
CN(C)CCCOC(=O)c1ccccc1,-3%,-2,-7%,-9,-2%,·,?
COCc1c(C(=O)OCC(=O)N2c3ccccc3CC2C)oc2ccccc12 (centres undefined),-5%,-2,0%,26,4%,10%,34%[activator]
COc1ccc([C@H]2CC(=O)C=C(c3ccc(-c4ccccc4)cc3)C2)cc1OC,0%,·,0%,·,·,-10%,59%[activator]
CCNC(=O)COC(=O)c1cc(C)n(-c2ccccc2)c1C,7%,41*,5%,62*,2%,-5%,-1%
Cn1c(=O)c2c(nc(SCc3ccc(C(=O)O)cc3)n2C)n(C)c1=O,-7%,4,0%,-4,4%,27%,-4%
CCOC(=O)/C=c1\s/c(=C\c2ccc3cc(OC)ccc3c2)c(=O)n1CC(=O)NCc1ccc2c(c1)OCO2,10%,-3,5%,-6,-3%,?,?
O=C(CNC(=O)/C=C/c1ccco1)N=Nc1c(O)[nH]c2ccccc12,-5%,-2,1%,-10,12%,23%,0%
CCOC(=O)CN(C(=O)CSc1nnc2c(n1)[nH]c1c(C)cc(C)cc12)c1ccccc1,·,-2,·,-8,0%,·,?
COc1ccc(NC(=O)c2ccco2)cc1NC(=O)c1cccnc1,6%,1,0%,1,0%,19%,0%
N#Cc1cc2c(=O)n3ccccc3nc2n(CCCn2ccnc2)c1=N,-13%,-1,-3%,-4,0%,?,5%
Cc1csc(=O)n1CC(=O)OCC(=O)NNC(=O)c1ccc([N+](=O)[O-])cc1,15%,·,-7%,·,·,18%,0%
COCCN(C(=O)CSc1nnc(C)n1Cc1ccccc1)c1c(N)n(CC(C)C)c(=O)[nH]c1=O,28%,-1,-2%,-15,3%,3%,10%
O=[N+]([O-])c1cccc(Nc2nc(Cl)nc(Cl)n2)c1,-4%,3,-11%,-6,1%,49%[activator],12µM*
O=C(NCCCN1CCc2ccccc2C1)Nc1ccc(Cl)cc1,-5%,13,2%,-3,3%,?,?
CC(C)c1c(C(=O)N/N=C/c2ccc(OCc3ccccc3)cc2)nnn1-c1nonc1N,-1%,-2,1%,21,5%,?,?
COc1ccc(CCC(=O)N2CCN(S(=O)(=O)c3cccs3)CC2)cc1,11%,·,-4%,·,·,-1%,-27%
c1ccc(-c2cnc(-c3cccnc3)o2)cc1,-5%,49*,3%,59,-13%,12%,75%[activator]
CCCNC(=O)CCn1cc(-c2ccc(OC)cc2)nc1CCN,47%[activator],·,6%,·,·,?,?
O=C1NCCN(Cc2ccoc2)C1CC(=O)N(CCO)Cc1ccccc1 (centres undefined),8%,1,-6%,16,-1%,?,?
O=C1C2CCC(C(O)C2)N1Cc1ccccc1 (centres undefined),4%,-2,-2%,8,0%,18%,?
CC(C)NC(=O)NC(=O)COc1ccc(Br)cc1Br,1%,130*,-3%,75*,3%,273%[activator],212%[activator]
COc1ccc(Nc2oc(COc3cccc(C)c3)nc2C#N)cc1,-23%,60*,-5%,76*,6%,?,-1%[5.75 µM]
Cc1ccc(C)c(OCc2nnc(N)s2)c1,28%,2,-6%,-7,-2%,44%[activator],?
# Continuation:
SMILES,AMA1 RON2 block,CHX counter,TbPYK inhibitor,Shiga toxin inh,LmPK inhibitor,Pf growth 48h,Pf growth 96h
COc1cccc(CC(=O)n2nc(N)c3cc4ccc(OC)cc4nc32)c1,10%,-5,0%,-15,3%,·,72%[activator]
Cc1cc(OCC(=O)NCC2CCC(C(=O)O)CC2)c2c(C)c(Cc3ccccc3)c(=O)oc2c1 (centres undefined),-3%,-4,-9%,11,-11%,12µM*,3.3µM*
CC(C(=O)N(C1CC1)C1(C(=O)Nc2ccccc2)CCCC1)N1C(=O)c2ccccc2C1=O (centres undefined),-6%,-3,2%,-25,0%,·,?
CC1CN(C(=O)c2cccc(S(=O)(=O)Nc3ccccc3Cl)c2)CC(C)O1 (centres undefined),8%,-4,2%,16,-2%,-8%,3%
CCN(CC(=O)NCc1ccc(Cl)cc1)C(=O)/C=C/c1ccc(C#N)cc1,5%,-3,1%,-10,0%,-12%,-9%
Cc1ccc2c(c1)N(N=O)CCC2,4%,-3,2%,10,3%,18%,-6%
Cc1ccc2[nH]c(=O)c(CN(Cc3nnnn3Cc3ccccc3)C3CCCC3)cc2c1,-2%,-1,6%,-2,3%,13µM*,-20%
N#CCCn1cc(/C=N/NC(=O)c2ccncc2)c(-c2ccccc2)n1,37%[activator],1,-1%,1,3%,1%,6%
O=C(N/N=C/c1cc([N+](=O)[O-])cc([N+](=O)[O-])c1O)/C(=C\c1cccs1)NC(=O)c1ccccc1,-5%,0,-4%,-7,2%,7%,29%
CSCCCc1cn([C@@H](CO)C(=O)NCCCCCCCCCCC(=O)N2CCNCC2)nn1,-2%,·,-6%,·,·,15µM*,-77%
Cc1ccc(S(=O)(=O)N2CCC(n3nnc4cc(C)ccc43)CC2)cc1,8%,3,3%,-3,3%,?,?
CC(OC(=O)C1CC(=O)N(Cc2ccccc2)C1)C(=O)Nc1ccc(F)cc1Cl (centres undefined),28%,·,0%,·,·,25%,16%
CCOC(=O)C(CO)(NC(C)=O)C(=O)OCC,18%,-2,-4%,-15,8%,5%,0.93µM*
COCCCNC(=O)c1ccc(-c2csc(C)n2)cc1,16%,38*,0%,90*,3%,361%[activator],-13%
COC(=O)c1ccc(OCCN2CCCCCC2)cc1,?,1,-6%,15,-3%,-10%,-5%
O=C(NNC(=O)c1ccc(Oc2cc(Cl)cc(Cl)c2)o1)c1ccccc1,46%[activator],-1,-2%,16,1%,11%,23%
c1cn(CCCNC2=NCCCCC2)cn1,-16%,-3,-2%,-5,1%,5%,?
NC(=O)CSc1oc(-c2cccs2)nc1S(=O)(=O)c1ccccc1,8%,-2,5%,-6,4%,-10%,·
O=C(CCCn1c(SCC(=O)NCC2CCCO2)nc2ccccc2c1=O)NCc1ccccc1 (centres undefined),?,-3,-2%,1,0%,·,9.3µM*
O=C(CCc1nnc(CCCc2ccccc2)o1)NCCc1ccco1,-4%,43*,1%,74*,4%,21%,9.3µM*
CCc1cc(C(=O)NCC(c2ccc(OC)cc2)N2CCOCC2)sc1C (centres undefined),21%,·,2%,·,·,0%,-1%
COc1cc(/C=C/C(=O)c2c(O)n(CCc3ccccc3)c(=O)[nH]c2=O)ccc1O,0%,-1,-7%,11,-2%,-23%,?
NS(=O)(=O)c1ccc(N/N=C/c2ccc[nH]2)c([N+](=O)[O-])c1,-26%,-3,-9%,-1,-20%,?,?
CC(NC(=O)Nc1ccc(Br)cc1)C(C)(C)C (centres undefined),-5%,27*,3%,80*,-3%,?,?
O=C(Cn1cc(C(=O)C(F)(F)F)c2ccccc21)NCc1ccco1,0%,47*,2%,53,12%,-10%,?
# More structures:
SMILES,AMA1 RON2 block,CHX counter,TbPYK inhibitor,Shiga toxin inh,LmPK inhibitor,Pf growth 48h,Pf growth 96h
COc1ccc(NC(=O)CSc2nnnn2C2CCCCC2)c(OC)c1,-6%,-4,-2%,-5,1%,4%,4%
OCCN(CCCn1c(-c2ccncc2)nc2ccccc21)c1nc(CN2CCCCC2)cs1,-3%,-4,1%,6,-3%,-25%,?
CN(C(=O)COC(=O)c1ccc(Br)c([N+](=O)[O-])c1)c1c(N)n(Cc2ccccc2)c(=O)[nH]c1=O,-9%,·,9%,·,·,-20%,5%
Cc1c(Cl)c(C(F)(F)F)nn1CC(=O)N1CCSCC1,-1%,0,-2%,8,-2%,11%,0%
COc1ccc(C)cc1S(=O)(=O)N(CC(=O)Nc1cccc([N+](=O)[O-])c1)c1ccc(C)cc1,0%,7,-5%,24,7%,9.3µM*,12µM*
Cc1c(C(=O)OC(C)CCN(C)C)oc2ccccc12 (centres undefined),0%,10,0%,19,0%,9%,·
O=C(/C=C/c1ccc(OC(F)F)cc1)Nc1cccc(S(=O)(=O)N2CCOCC2)c1,2%,25*,6%,41*,1%,-13%,?
O=C(CCNC(=O)c1ccc([N+](=O)[O-])cc1)Nc1ccccc1N1CCCC1,2%,1,-2%,8,0%,-5%,?
c1ccc(CSc2nnc(NC3=NCCCCC3)s2)cc1,15%,44*,-11%,102*,0%,47%[activator],56%[activator]
COc1ccc(C2NCc3ccccc3-n3cccc32)cc1 (centres undefined),?,-5,-5%,-18,7%,·,-3%
CCOC(=O)C1=C(Cc2ccc(C)cc2)C(=O)c2ccccc2C1=O,·,19*,·,10,-20%,·,2.3µM*
COc1ccc2nc(SCC(=O)c3c(N)n(C4CC4)c(=O)[nH]c3=O)[nH]c2c1,-5%,·,6%,·,·,8%,8%
COc1ccc(C(=O)N/C(=C/c2ccccc2F)C(=O)NCCN2CCOCC2)cc1OC,8%,-4,6%,-8,-10%,-9%,?
O=C(NC(=S)Nc1ccc2c(c1)OCO2)c1ccc(Cl)cc1,23%,76*,-11%,108*,-2%,239%[activator],90%[activator]
COCCN=C1NN=C(c2ccc(NC(C)=O)cc2)CS1,78%[activator],-3,-20%,1,0%,?,?
Cc1ccc(NC(=O)C(NS(=O)(=O)c2cccc3nsnc23)C(C)C)nc1 (centres undefined),28%,-3,2%,-23,-1%,·,1%
CC[C@H](C)Cc1cn([C@@H](CCCN=C(NC(=O)OC(C)(C)C)NC(=O)OC(C)(C)C)C(=O)NCCCCCCCCCCC(=O)N2CCN(C(=O)OC(C)(C)C)CC2)nn1,-27%,·,-8%,·,·,1µM*,1.5µM*
CCCn1c(SCC(=O)Nc2nnc(C)s2)nnc1-c1ccoc1C,13%,4,?,-20,-1%,-9%,-7%[5.75 µM]
CCc1ccc2c(COC(=O)CNS(=O)(=O)c3ccc(NC(C)=O)cc3)cc(=O)oc2c1,4%,5,19%,-8,1%,11%,1%
O=C1CNC(=O)N1Cc1ccc(Br)cc1,-7%,8,-3%,-14,-1%,-6%,3%
COc1ccc(Br)cc1CNC(C)c1ccccc1 (centres undefined),-23%,-2,-11%,-4,3%,-15%,0%
O=C(CNC(=O)Cc1ccccc1)NCc1cccs1,-6%,·,2%,·,·,1%,56%[activator]
O=C(c1ccc(CN2CCOCC2)cc1)N1CCC(Cc2ccccc2)CC1,-6%,-6,-11%,-15,0%,-22%,2.9µM*

# Some of the entries so far, with bars between the fields:
canonical_smiles | AMA1 RON2 block | CHX counter | TbPYK inhibitor | Shiga toxin inh | LmPK inhibitor | Pf growth 48h | Pf growth 96h
O=C(NC(=S)Nc1ccc2c(c1)OCO2)c1ccc(Cl)cc1 | 23% | 76* | -11% | 108* | -2% | 239%[activator] | 90%[activator]
O=C(CNC(=O)Cc1ccccc1)NCc1cccs1 | -6% | · | 2% | · | · | 1% | 56%[activator]
COCCN=C1NN=C(c2ccc(NC(C)=O)cc2)CS1 | 78%[activator] | -3 | -20% | 1 | 0% | ? | ?
COc1ccc2nc(SCC(=O)c3c(N)n(C4CC4)c(=O)[nH]c3=O)[nH]c2c1 | -5% | · | 6% | · | · | 8% | 8%
O=C(/C=C/c1ccc(OC(F)F)cc1)Nc1cccc(S(=O)(=O)N2CCOCC2)c1 | 2% | 25* | 6% | 41* | 1% | -13% | ?
